HT1080 IDH1KD tx = kills HT-1080 cells with IDH1 knockdown; Potency, µM (series often up to 46.1 µM), for the others: at the highest dose activity, negative = toxicity, most hits filed as cytotoxic; HT-1080 IDH1 knockdown viability, ATP luminescence, 48 h; 360,000 compounds, 2% hits;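 note: potency is the fitted concentration of half-maximal effect; 0% = DMSO wells and -100% = cell-free medium wells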
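Cytotoxicity counter-line: IDH1KD HT-1080, 48 h, CellTiter-Glo. Curves classed by r2, magnitude and activity.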
ATXN2 expr inh = ATXN2 expression inhibition; AID 1745845; Potency, µM (highest dose often 57 µM), for the others: at the highest dose activity change, negative = inhibition, usual class: inhibitors; HEK-293 ATXN2-luciferase reporter, luminescence, 24 h; 360,000 compounds, 0.72% hits; note: potency is the fitted concentration of half-maximal effect; % is set by controls: 0 for no effect and ±100 for the full control effect; nearly all actives have a fitted effect of over 55% in size
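ATXN2-luciferase reporter cells (luciferase flanked by upstream and downstream ATXN2 gene portions) were treated 24 h at 37 °C with compounds at up to 57 uM. SteadyGlo luminescence gave expression; GF-AFC fluorescence gave viability.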
KB-V1 cytotox = KB-V1 MDR subline cytotoxicity | KB-V1 MDR cells viability, CellTiter-Glo, 72 h | Potency, µM (highest dose often 46.1 µM), for the others: top-dose activity change, negative = cytotoxicity, usual class: cytotoxic | 400,000 compounds, 3.4% hits | AID 1347076; note: potency is the fitted concentration of half-maximal effect; % is set by controls: 0 for no effect and ±100 for the full control effect; nearly all actives have a fitted effect of over 60% in size
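In this primary screen, KB-V1 cells overexpressing P-gp are incubated with library compounds (lowest to highest concentration) for 72 h at 37 degrees C before a luminescent ATP viability read.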
SW480 rerep = induces DNA re-replication in SW480 colon adenocarcinoma cells. 340,000 compounds, 1.8% hits. SW480 DNA re-replication, Hoechst DNA content imaging, 48 h. Potency, µM (series often up to 46.1 µM), inactives show at the top dose re-replication activation, most hits filed as activators; note: potency is the fitted concentration of half-maximal effect; % of control where 0% means no effect; nearly all actives have a fitted effect of over 55% in size
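Cells (250 per well) received 23 nL compound or DMSO by pin tool and were kept 48 hr at 37 C, 5% CO2. Nuclei were then stained with Hoechst for 40 min and scanned for DNA content.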
S2 tox = cell viability loss in ATXN counter-screen; S2 cells (HEK-293 line with an ATXN2-luciferase reporter) viability, CellTiter-Fluor protease fluorescence, 24 h; Potency, µM (highest dose often 56.7 µM), usual class: cytotoxic; 400,000 compounds, 0.49% hits; note: potency is the fitted concentration of half-maximal effect; nearly all actives have a fitted effect of over 40% in size
KB-3-1 tox = KB-3-1 parental cell cytotoxicity | AID 1347075 | Potency, µM (titrated, usually from 46.1 µM), for inactives: top-dose activity change, negative = cytotoxic, most hits filed as cytotoxic | 400,000 compounds, 1.4% hits | KB-3-1 viability, CellTiter-Glo ATP luminescence, 72 h; note: potency is the fitted concentration of half-maximal effect; % is set by controls: 0 for no effect and ±100 for the full control effect; nearly all actives have a fitted effect of over 60% in size
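Screening of KB-3-1 cells (DMEM, 10% FBS, phenol-red free) ran from lowest to highest compound concentration; after 72 h at 37 °C viability was read luminescently and curves fitted.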
IL1B secr inh = blocks inflammasome-driven IL-1 beta release; THP-1 LPS/ATP IL-1B secretion, AlphaLISA, 16 h; active compounds read low; activity change, % at 57.5 µM; 360,000 compounds, 4.7% hits; in the data active = activity change below about -50%; inconclusive = mostly about -30% to -49%; note: % is set by controls: 0 for no effect and ±100 for the full control effect
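THP-1 cells pretreated 1 hr with compounds (up to 57.5 uM final), then stimulated with LPS (250 ng/mL final) plus ATP (1.25 mM final); secreted IL-1B measured by AlphaLISA after 16 hr, decreased signal indicating inhibition.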
HT1080NT lethal = kills 2HG-producing HT-1080-NT fibrosarcoma cells; 360,000 compounds, 1.6% hits; Potency, µM (doses to about 46.1 µM), without a hit: at the highest dose activity, negative = less viability, actives largely listed as cytotoxic; HT-1080-NT fibrosarcoma viability, CellTiter-Glo ATP luminescence, 48 h;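 note: NT is the 2HG producing partner of a matched IDH1 knockdown line; potency is the fitted concentration of half-maximal effect; 0% = DMSO-treated cells and -100% = media-only wells without cells; nearly all actives have a fitted effect of over 55% in size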
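Compounds were tested in concentration-response format on HT-1080-NT cells for 48 hours at 37 degrees C. Cell viability came from CellTiter-Glo luminescence; curves were classified by r2, response magnitude and activity.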
MCF10A rerep = inducers of DNA re-replication in MCF 10A breast cells; MCF 10A DNA re-replication, Hoechst nuclear intensity, 48 h; Potency, µM (series often up to 46.1 µM), without a hit: at the top dose activity, positive = re-replication, usual class: activators; 350,000 compounds, 2.9% hits; AID 624296; note: potency is the fitted concentration of half-maximal effect; % of control where 0% means no effect; nearly all actives have a fitted effect of over 50% in size
* hit, by the source's call; i = inactive; ? = inconclusive; . = no result given; & = joins results of further samples; [ ] = remark or other dose. Unless noted, calls come from the whole dose curve; as a rule, active = well fitted curve in the direction sought with a large enough effect; inconclusive = small, poorly fitted or top-dose-only effect, or another doubt; inactive = no such curve, though single readings can be large; an effect the other way counts as inactive or inconclusive.

SMILES | HT1080 IDH1KD tx | ATXN2 expr inh | KB-V1 cytotox | SW480 rerep | S2 tox | KB-3-1 tox | IL1B secr inh | HT1080NT lethal | MCF10A rerep
CC(=O)Nc1nonc1-c1nc2ccccc2n1Cc1nnc(C)o1 | 7% | 8% | ? | -2% | i | 1% | 30 | -5% | 3%
Cc1cc(-c2ccccc2)cc(=O)[nH]1 | 6% | 10% | -5% | -1% | ? | 0% | -3 | 11% | -4%
CC1(C(=O)NS(=O)(=O)c2ccc3c(c2)CCO3)CCN1C(=O)COc1ccc(Cl)cc1 (stereo not drawn) | 22% | 10% | 2% | . | i | 0% | 4 | 14% | .
CC(C)C(=O)Nc1ccc(N2CCCC2)cc1 | 6% | -5% | 18% | -3% | i | 11% | 1 | 22% | 1%
CCCc1nc(SCC(=O)Nc2nccs2)c2ccccc2n1 | 1% | 4% | 0% | -5% | i | 2% | -2 | 1% | 9%
CCn1cc(C(=O)N(C)c2ccccc2F)c2cc(OC)c(OC)cc2c1=O | -2% | -4% | 18% | -5% | i | 15% | ? | 1% | 0%
COc1ccc(NC(=S)Nc2cc(-c3ccccc3)[nH]n2)cc1Cl | ? | -21% | 0% | ? | ? | 0% | ? | 13µM* | ?
O=C1OCCN1S(=O)(=O)Nc1ccccc1 | 5% | . | -1% | -13% | i | 7% | -1 | 4% | -5%
Cc1ccccc1NC(=O)NCc1ccco1 | 18% | 9% | 28% | 0%[9.22 µM] | i | 13% | 15 | 10% | -3%
CCCCc1cc(=O)oc2cc(C)cc(OCC(=O)N3CCC(C(N)=O)CC3)c12 | 2% | 8% | -1% | -1% | i | -11% | -3 | 2% | -4%
CC(=O)N1CCCc2cc(S(=O)(=O)N3CCC(C)CC3)ccc21 | 12% | 9% | 21µM* | -109%[inhibitor] | i | -1% | 14 | 9% | -2%
COc1ccccc1CN1CCNC(=O)C1CC(=O)NCCc1cnccn1 (stereo not drawn) | 20% | -9% | 1% | -9% | i | 3% | 0 | 0% | 0%
O=C1Nc2ccccc2/C1=N\c1sc2c(c1C(=O)Nc1ccccc1)CCCC2 | -8% | . | -7% | -33% | . | 30% | 1 | -5% | 0%
O=C1NCCSC1c1ccccc1 (stereo not drawn) | 5% | 5% | 24% | -24% | i | 3% | -5 | 8% | ?
O=C(CN1CCC(Cc2ccccc2)CC1)NC(=O)NCc1ccco1 | -5% | -2% | -30% | 12% | i | -21% | 0 | 1% | -11%
Cc1cc[n+](CC(=O)Nc2nc3ccccc3s2)cc1 | -1% | 13% | 7% | -11% | i | 16% | 15 | -1% | -4%
CC(Cc1c[nH]c2ccccc12)NC(=O)C1CCCNC1=O (stereo not drawn) | 0% | -7% | 17% | -5% | i | -10% | 19 | 0% | 1%
CCN(CC)C(=O)CSc1nc2c(sc(=S)n2-c2ccccc2OC)c(=O)n1-c1ccccc1 | -14% | -16% | -2% | -2% | ? | -11% | 19 | -3% | 5%
O=C(c1ccc(OC2CCN(Cc3ccccc3C(F)(F)F)CC2)cc1)N1CCCCC1 | ? | -30% | 16µM* | ? | i | ? | -85* | -15% | ?
CN(CC(=O)Nc1ccccc1Cl)C(=O)COC(=O)/C=C/c1ccccc1 | -2% | 1% | 0% | -8% | i | 25% | -1 | -2% | -4%
O=C(Nc1nc(-c2ccc(S(=O)(=O)N3CCOCC3)cc2)cs1)c1ccccc1 | -19%&-23% | ? | ? | 10%&3% | ? | -27%&-26% | ? | ? | 10%&7%
Cc1cc(C)cc(C(=O)N(C)C2CCCN(Cc3ccccc3F)C2)c1 (stereo not drawn) | -11% | -21% | -2% | -19% | i | -22% | 4 | -3% | ?
CCOc1cccc(CNc2ccc(O)cc2)c1OCc1ccc(Cl)cc1 | -2% | -17% | -3% | ? | i | 5% | -3 | -16% | ?
Cc1ccccc1-c1nnnn1C1CCS(=O)(=O)C1 (stereo not drawn) | 0% | -2% | ? | 2% | i | 0% | 0 | -4% | -4%
O=C(COC(=O)c1ccc2ncsc2c1)NC(=O)c1ccccc1 | 16% | 3% | -3% | -6% | i | 16% | 10 | -3% | 1%

Next section; it opens with the 2 that closed the last part.
SMILES | HT1080 IDH1KD tx | ATXN2 expr inh | KB-V1 cytotox | SW480 rerep | S2 tox | KB-3-1 tox | IL1B secr inh | HT1080NT lethal | MCF10A rerep
Cc1ccccc1-c1nnnn1C1CCS(=O)(=O)C1 (stereo not drawn) | 0% | -2% | ? | 2% | i | 0% | 0 | -4% | -4%
O=C(COC(=O)c1ccc2ncsc2c1)NC(=O)c1ccccc1 | 16% | 3% | -3% | -6% | i | 16% | 10 | -3% | 1%
COc1ccccc1CNC(=O)COC(=O)c1cc(-c2ccco2)nc2ccccc12 | -27% | 5% | 5% | 1% | i | -4% | 39 | 7% | 17%
O=C(c1ccc(F)cc1F)N1CCCN(c2nc(-c3ccccc3)ns2)CC1 | -1% | . | 2% | -2% | i | -2% | -6 | -2% | 3%
CC(=O)c1ccc(NC(=O)[C@@]2(CC(=O)O)CC(/C=C/c3ccccc3)=NO2)cc1 | 7% | 5% | 0% | -8% | i | -5% | -8 | 11% | ?
Cc1ccc(Cl)cc1NS(=O)(=O)c1ccc2c(c1)NC(=O)CCS2 | . | ? | ? | . | i | ? | . | . | .
CC(C)[C@H](NC(N)=O)C(=O)Nc1ccc2c(c1)CCC2 | 6% | -8% | 2% | -9% | i | -3% | -1 | 15% | 2%
CCOC(=O)c1c(S(=O)(=O)NCC(=O)Nc2cccc(SC)c2)c(C)n(C)c1C | . | -4% | -15% | . | i | 5% | . | . | .
CCNc1nc(SCCOc2ccc(Cl)cc2Cl)nc(N(C)C)n1 | 1% | -31% | -2% | -32%[inhibitor] | i | -2% | 0 | 0% | 13%
Cc1cc(C)n(CC(=O)N2CCCC(N3CCN(c4cccc(C(F)(F)F)c4)CC3)C2)n1 (stereo not drawn) | -2% | -5% | ? | -2% | i | -2% | -10 | 0% | 2%
CSc1ccc(CCNC(=O)c2cc(C)nc3c2c(C)nn3-c2cccc(F)c2)cc1 | . | 55%[activator] | 1% | . | i | 1% | . | . | .
Cc1nc2cc(NS(=O)(=O)c3ccccc3)ccc2n1C | 9% | -5% | 4% | -3% | i | -1% | 33 | 9% | 1%
CCn1c(SCc2nc(CC(=O)Nc3ccccc3OC)no2)nnc1-c1cccs1 | 4% | -9% | 5.8µM* | -5% | ? | 15% | -27 | 3% | 0%
O=C(CN(Cc1ccccc1Cl)C(=O)c1csnn1)NCc1ccc(F)cc1 | 3% | -23% | ? | -2% | i | 1% | 0 | -1% | ?
COc1ccc(OC2C(=O)N(c3ccc(C)c(C)c3)C2c2ccc(OC)c(OC)c2)cc1 (stereo not drawn) | -11% | -20% | 12% | ? | i | -9% | -7 | 0% | 4%
Cc1cc(-c2ccco2)n(-c2ccccc2)n1 | -1% | -1% | -27% | 0% | i | 3% | -12 | ? | ?
O=C(Nc1c(F)cc(F)cc1Br)c1cc(-c2ccco2)on1 | 6% | 40%[activator] | 1% | -2% | i | 4% | 4 | 18% | -19%
COc1ccc(C(CNC(=O)c2cc(F)c(F)c(F)c2F)N2CCOCC2)cc1 (stereo not drawn) | -6% | -23% | -23% | -6% | i | 11% | -95* | -8% | 0%
S=C(Nc1ccc(Oc2ccccc2)cc1)Nc1cccnc1 | 1% | . | 5% | -17% | i | 1% | -1 | 1% | 17%
O=C(NC[C@@H]1CCCO1)c1cccc2c1C(=O)c1ccc(N3CCOCC3)cc1S2(=O)=O | 5% | 0% | 1% | -5% | ? | 17% | 4 | -1% | ?
Cc1cc(Cl)c(S(=O)(=O)NC2CCCC2)cc1OCC(N)=O | 4% | 5% | . | 0% | i | . | -4 | 0% | 3%
COc1cc([N+](=O)[O-])ccc1NC(=S)N1CCOCC1 | -19% | -13% | 17% | ? | i | 16% | 45 | ? | 1%
C=CCSc1nn2c(=O)c3ccccc3nc2s1 | 1% | 9% | -29% | -8% | i | 4% | -29 | 7% | 4%
Cc1ccc(CNC(=O)Nc2cccs2)cc1 | 7% | 40%[activator] | -7% | -4% | i | 4% | -3 | 3% | 17%
CC(C)NS(=O)(=O)c1ccc(CCC(=O)NCc2cccnc2)cc1 | 12% | 3% | 8% | -15% | i | 1% | -11 | 6% | 1%
CCOC(=O)c1nnn(-c2nonc2N)c1-c1ccccc1 | 9% | -2% | ? | -4% | i | 5% | -9 | -4% | 7%
C=CCOC(=O)C1=C(C)N=C2SCCC(=O)N2C1/C=C/c1ccccc1 (stereo not drawn) | -12% | . | -4% | -66%[inhibitor] | ? | 3% | -2 | -14% | 11%
Next part.
SMILES | HT1080 IDH1KD tx | ATXN2 expr inh | KB-V1 cytotox | SW480 rerep | S2 tox | KB-3-1 tox | IL1B secr inh | HT1080NT lethal | MCF10A rerep
O=C(NC1CCCc2c1cnn2-c1ccccc1F)c1ccccc1N1CCOCC1 (stereo not drawn) | 0% | -1% | -27% | -6% | ? | -3% | ? | -3% | -26%
Cc1cc(C)n(-c2ccc(C(=O)N3CCc4ccccc43)cc2)n1 | -10% | 2% | ? | 3% | i | ? | ? | -12% | 6%
O=C1C(N2CCOCC2)=C(n2nnc3ccccc32)C(=O)c2ccccc21 | 16µM* | 22µM* | 4.1µM* | ? | 20µM* | -5% | -78* | 12µM* | ?
COc1cccc(CNC(=O)Cn2nc([N+](=O)[O-])c(Br)c2C)c1 | -16% | 13% | 5% | -3%[1.84 µM] | i | 1% | 2 | -5% | -28%
O=C(NCc1cccnc1)C(=O)NCC(c1ccco1)N1CCN(c2ccc(F)cc2)CC1 (stereo not drawn) | -4% | -20% | 2.6µM* | -106%[inhibitor] | i | ? | 6 | 0% | -2%
CC(NC(=O)C12CC3CC(CC(C3)C1)C2)C(=O)N/N=C/C1=C(N2CCOCC2)C(=C\c2ccccc2)/CC1 (stereo not drawn) | ? | -1% | ? | 7% | . | -20% | -23 | -15% | 15%
Cc1oc(-c2ccccc2Cl)nc1CS(=O)(=O)CC(=O)NC(C)CCc1ccccc1 (stereo not drawn) | . | ? | -25% | . | ? | -20% | . | . | .

Screens: PubChem BioAssay, National Center for Advancing Translational Sciences (NCATS)
